KKLEB tox – cytotoxicity in KKLEB CF airway cells, primary screen, cytotoxicity control for CF NF-kB inhibitor project, cell-based, uHTS, fluorescence assay plates; KKLEB CF airway cells viability, ATPlite luminescence, overnight; stronger effect = lower value; cells stimulated with P. aeruginosa culture filtrate; activity change (cytotoxicity), % at 5 µM; 360,000 compounds, 0.36% hits;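 active means corrected activity change at or below -50% at 5 µM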
TWEAK-Fn14 inh – inhibitors of TWEAK-Fn14 signaling, primary screen, luciferase reporter cells, uHTS; 360,000 compounds, 2% hits; TWEAK-stimulated Fn14 reporter cells, luciferase luminescence, 8 h; inhibition, % at 10 µM; AID 1159606, 2016; in the data active means inhibition above about 50%
Shn3 inh set2 – reduction of Shn3 3'UTR firefly luciferase signal, primary screen, Schnurri-3 inhibitor project, cell-based, Clone20 osteoblasts, set 2; Clone20 osteoblast Shn3 3'UTR firefly luciferase, 24 h; inhibition, % at 12.5 µM; 360,000 compounds, 0.52% hits; AID 588674, 2011;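 active means mean inhibition of at least 75% with every replicate also reaching 75%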;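 further: 0% = median of neutral control wells and 100% = pilot-screen positive control compound; some compounds past the cut are filed as inactive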
NR2E3 ag-1 – inhibitors of NR2E3-RetCOR corepressor binding, primary screen, NR2E3 agonist project, biochemical, TR-FRET, GST-NR2E3, biotin-RetCOR; AID 2300, 2010; 1536-well; Photoreceptor-specific nuclear receptor (Homo sapiens), Q9Y5X4; 320,000 compounds, 0.12% hits; inhibition of corepressor binding, % at 4.78 µM;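 active means percent inhibition above the cutoff of mean plus 3 SD of all tested compounds, set per screening campaign, cut at about 20% in these data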;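 further: 0% = DMSO wells and 100% = biotin wells as full block of FRET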
Target sequence (Q9Y5X4 whole entry, looked up): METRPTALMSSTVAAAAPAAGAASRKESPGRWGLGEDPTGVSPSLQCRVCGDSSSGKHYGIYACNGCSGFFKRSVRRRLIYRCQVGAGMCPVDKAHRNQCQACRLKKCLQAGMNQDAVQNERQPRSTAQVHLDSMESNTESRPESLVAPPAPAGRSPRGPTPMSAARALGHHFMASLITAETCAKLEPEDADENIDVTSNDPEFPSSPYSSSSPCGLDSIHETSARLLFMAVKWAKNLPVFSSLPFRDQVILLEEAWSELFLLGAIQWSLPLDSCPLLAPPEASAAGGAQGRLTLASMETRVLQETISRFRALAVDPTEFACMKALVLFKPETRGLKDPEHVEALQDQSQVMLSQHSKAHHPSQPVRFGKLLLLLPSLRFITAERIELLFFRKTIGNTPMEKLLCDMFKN
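Material – GST-tagged NR2E3 plus biotinylated RetCOR corepressor · Quantity – NR2E3 fusion 1.35 nM · Times – 5 h incubation at 4 °C · Medium – pH 7.5 Tris-based buffer · Technique – TR-FRET, Eu(K)-anti-GST donor, streptavidin-D2 acceptor, ex 340, em 617/671 nm · Benchmarks – high control biotin, low control 0.6% DMSO · Format – 1536-well plates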
iPSC survival up – enhancers of single-cell hiPSC survival, primary screen, ATPlite luminescence | 100% = ROCK inhibitor wells, 0% = DMSO | survival enhancement, % at 20 µM | 360,000 compounds, 0.044% hits | AID 602274, 2012; in the data active means survival enhancement above about 18%;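 further: cells exposed to compounds for 16 hours before the ATP read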
Peg3 prom inh – Peg3 promoter-driven luciferase inhibitors, primary screen, cell-based, HeLa, luciferase luminescence. HeLa PEG-Prom luciferase reporter, overnight. inhibition, % at 20 µM. 360,000 compounds, 1.7% hits. AID 588405, 2011;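 active means inhibition of at least 50% at 20 µM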
NR2E3 ag-2 – NR2E3 agonists in two-hybrid cells, primary screen, cell-based, luminescence, CHO-S, Gal4-NCOR/VP16-NR2E3; Photoreceptor-specific nuclear receptor (Homo sapiens), Q9Y5X4; inhibition of corepressor binding, % at 3.98 µM; AID 602229, 2012; luciferase; 360,000 compounds, 0.35% hits;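 active means inhibition above the mean of all tested compounds plus 3 SD, cut at about 70% in these data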;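 further: 0% = DMSO with NR2E3 transfected cells and 100% = cells lacking NR2E3 construct; higher means lower luciferase signal from less NR2E3 corepressor binding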
CF NFkB block – inhibitors of PAF-induced NF-kB signaling, primary screen, cell-based, GFP fluorescence, uHTS. KKLEB NF-kB-GFP reporter, GFP fluorescence overnight. AID 588850, 2011. 360,000 compounds, 0.86% hits. inhibition, % at 5 µM;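 active means at least 50% inhibition at 5 µM, scaled per plate between neutral and stimulator controls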;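 further: PAF is a Pseudomonas aeruginosa culture filtrate used as stimulus; plate controls were PAF-stimulated DMSO wells for no effect and unstimulated DMSO wells for full effect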
aDG glyco up – activators of alpha-DG glycosylation, primary screen, uHTS, Pro5-aDG cells, AlphaScreen; alpha-DG glycosylation AlphaScreen (IIH6); 0% Pro5, 100% B10-LARGE cell signal; 360,000 compounds, 0.22% hits; activation, % at 10 µM; AID 624168, 2012;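 active means activation of at least 8% versus controls, or a plate z-score of at least 8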;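 further: Pro5 are CHO cells carrying HIG-tagged alpha-DG that lacks glycosylation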
HIF-2a inh – HIF-2a reporter inhibitors, primary screen, luminescence, 786-0 RCC cells | 786-0 RCC cells HIF-2a reporter, luciferase luminescence, overnight | 360,000 compounds, 0.72% hits | inhibition, % at 18.8 µM;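 active means inhibition of the luminescence signal of 40% or more relative to plate controls, in a single-dose primary screen at 18.75 µM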
TRPM1 prom inh – inhibitors of MITF-dependent TRPM1 promoter reporter, primary screen, cell-based, SK-MEL-5, single point, luciferase; 330,000 compounds, 0.83% hits; inhibition, % at 12.5 µM; SK-MEL-5 TRPM1 promoter luciferase, 24 h;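 active means mean inhibition across replicates of 60% or more, whatever share of single replicates reaches that level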; further: values of inactives mirror those of a sister screen read the other way
* marks the source's active call; other numbers are inactive results; . = no result given. Compounds were not picked by outcome; 4.4% or so of the library scored in one or more.

SMILES	KKLEB tox	TWEAK-Fn14 inh	Shn3 inh set2	NR2E3 ag-1	iPSC survival up	Peg3 prom inh	NR2E3 ag-2	CF NFkB block	aDG glyco up	HIF-2a inh	TRPM1 prom inh
CCCCn1c(N)c(N(CC(C)C)C(=O)c2ccc(C)c(S(=O)(=O)N3CCCCC3)c2)c(=O)[nH]c1=O	21	4	9	-1	0.0	-3	-15	-15	-0.1	13	4
COc1ccc(NC(=O)CN(C)C(=O)CCCc2nc3ccccc3c(=O)[nH]2)cc1	0	0	6	-2	0.0	10	-20	-1	-0.1	5	8
Cc1oc(-c2ccc(Cl)cc2)nc1CS(=O)CC(=O)NC1CCCC1 (stereo not drawn)	-1	5	-26	-1	1.1	0	2	-3	-0.3	4	5
CCc1ccc(C(=O)OCC(=O)Nc2cccc(S(=O)(=O)NC3=NCCCCC3)c2)cc1	-7	20	-15	2	-1.3	3	-27	6	0.3	12	-10
Cc1cccc(NC(=O)CN2C(=O)NC(Cc3ccccc3)C2=O)c1 (stereo not drawn)	-3	7	-2	-2	-1.8	15	-29	6	-0.2	18	6
O=C(NCc1ccc(Cl)cc1)C1CCN(S(=O)(=O)c2cc([N+](=O)[O-])ccc2Cl)CC1	5	20	1	4	-1.2	13	-9	12	0.4	6	-14
OC1(c2ccccc2)c2ccccc2-c2ncccc21 (stereo not drawn)	2	-4	-6	5	0.8	14	11	-8	0.3	7	1
COc1ccc(-n2c(SCC(=O)Nc3nccs3)nnc2-c2ccccc2)cc1	-2	15	-11	4	-0.2	18	6	-1	0.1	26	6
O=C1ON=C(c2ccc(Cl)c([N+](=O)[O-])c2)/C1=C/c1cccc([N+](=O)[O-])c1O	9	8	-9	0	-0.5	35	-19	-11	-0.3	9	10
O=c1cc(-c2ccccc2[N+](=O)[O-])oc2ccccc12	-6	-3	13	-4	-0.4	23	-24	0	-0.1	-1	11
CCSc1nc2sc3c(c2c(=O)n1-c1ccccc1)CCN(C)C3	15	-11	32	1	-0.3	-9	-7	-7	-0.1	4	19
O=C(c1cccs1)N1CCN=C1SCc1ccccc1	-4	-1	1	-2	1.2	-4	15	-9	0.3	-25	-15
O=C(NCCc1ccccc1)C1Cc2c(-c3ccc4c(c3)OCO4)ccnc2O1 (stereo not drawn)	-10	16	0	.	-2.4	28	-7	9	-0.2	20	.
OCCC1CN(Cc2cccc3nccnc23)CCN1C1CCCC1 (stereo not drawn)	-3	0	-15	2	-0.3	-4	-8	17	1.0	17	10
CC(=O)Nc1ccc(S(=O)(=O)N(C)CC(=O)N/N=C/c2cccs2)cc1	-14	5	-8	-4	-0.1	20	-14	5	0.0	14	.
O=C(COc1ccc(F)cc1)N(CC1=CCS(=O)(=O)C1)c1ccccc1	2	6	-9	-1	-2.3	4	-19	7	0.4	3	-5
CN(C)S(=O)(=O)c1cccc(NC(=O)CNC2CCCCC2)c1	-6	2	0	-6	-0.6	4	-9	-2	-0.2	8	6
Cc1cnc(NC(=O)[C@H](C)N2C(=O)C3CCCCC3C2=O)s1 (stereo partly drawn)	3	7	2	3	0.0	-1	-14	19	0.0	21	-9
CCOC(=O)/C=C1\NC2(CCCCC2)Cc2cc(OC)c(OC)cc21	3	-1	17	5	3.3	14	-10	-8	0.1	12	3
COc1ccc(C(=O)NCC(=O)Nc2cccc(S(=O)(=O)N3CCCC3)c2)cc1	12	5	0	.	-2.0	-4	-23	-17	-0.4	-15	7
O=C(NCc1cccs1)[C@@H]1CCCN1S(=O)(=O)c1ccccc1F	-6	9	-1	.	-0.8	-5	6	6	-0.1	7	2
CN=C1S/C(=C\c2c(OC)cc(OC)cc2OC)C(=O)N1C	0	10	-1	2	0.0	9	9	-35	-0.1	10	-5
CN(C1CCCCC1)S(=O)(=O)c1ccc(SCC(=O)NC(C)(C)C)nc1	-4	-24	-1	-2	1.7	11	26	23	0.2	6	-10
CC(C)(C)CC(C)(C)NCC(O)COc1c(F)cc(Br)cc1F (stereo not drawn)	-10	-9	11	1	-2.7	23	31	-6	1.5	-6	-5
Cc1cccc(NC(=O)Cn2cnc3sc(C)c(S(=O)(=O)N4CCC(C)CC4)c3c2=O)n1	-7	-6	-6	1	-0.7	26	-20	21	0.8	17	9
Cc1cccc(NC(=O)Nc2cc(C)cc(C)n2)c1	5	0	-138	2	-2.9	-293	-64	2	-0.1	-187	-73
Cc1cc2cc(CNC(=O)CCC(=O)O)ccc2n1C	13	-8	-8	2	4.3	-7	-7	-24	0.7	10	1
COc1ccc(-c2cc(C(=O)NCCCN3CCOCC3)c3ccccc3n2)cc1OC	16	-5	-3	-1	-0.3	-9	24	-37	-0.2	-4	0
COC(=O)Cc1c(C)c2ccc(OC(=O)c3ccccc3)cc2oc1=O	-22	2	-15	2	-3.2	-11	6	2	-0.1	-32	-18
Cc1cc(C)c2cc(C(=O)Nc3ccc(C)c(F)c3)[nH]c2c1	14	11	-7	.	-0.1	1	-26	-10	0.0	-10	-9

A run of entries from the list above, as a working copy:
SMILES	KKLEB tox	TWEAK-Fn14 inh	Shn3 inh set2	NR2E3 ag-1	iPSC survival up	Peg3 prom inh	NR2E3 ag-2	CF NFkB block	aDG glyco up	HIF-2a inh	TRPM1 prom inh
CN(C)S(=O)(=O)c1cccc(NC(=O)CNC2CCCCC2)c1	-6	2	0	-6	-0.6	4	-9	-2	-0.2	8	6
Cc1cnc(NC(=O)[C@H](C)N2C(=O)C3CCCCC3C2=O)s1 (stereo partly drawn)	3	7	2	3	0.0	-1	-14	19	0.0	21	-9
CCOC(=O)/C=C1\NC2(CCCCC2)Cc2cc(OC)c(OC)cc21	3	-1	17	5	3.3	14	-10	-8	0.1	12	3
COc1ccc(C(=O)NCC(=O)Nc2cccc(S(=O)(=O)N3CCCC3)c2)cc1	12	5	0	.	-2.0	-4	-23	-17	-0.4	-15	7
O=C(NCc1cccs1)[C@@H]1CCCN1S(=O)(=O)c1ccccc1F	-6	9	-1	.	-0.8	-5	6	6	-0.1	7	2
CN=C1S/C(=C\c2c(OC)cc(OC)cc2OC)C(=O)N1C	0	10	-1	2	0.0	9	9	-35	-0.1	10	-5
CN(C1CCCCC1)S(=O)(=O)c1ccc(SCC(=O)NC(C)(C)C)nc1	-4	-24	-1	-2	1.7	11	26	23	0.2	6	-10
CC(C)(C)CC(C)(C)NCC(O)COc1c(F)cc(Br)cc1F (stereo not drawn)	-10	-9	11	1	-2.7	23	31	-6	1.5	-6	-5
Cc1cccc(NC(=O)Cn2cnc3sc(C)c(S(=O)(=O)N4CCC(C)CC4)c3c2=O)n1	-7	-6	-6	1	-0.7	26	-20	21	0.8	17	9
Cc1cccc(NC(=O)Nc2cc(C)cc(C)n2)c1	5	0	-138	2	-2.9	-293	-64	2	-0.1	-187	-73
Cc1cc2cc(CNC(=O)CCC(=O)O)ccc2n1C	13	-8	-8	2	4.3	-7	-7	-24	0.7	10	1
COc1ccc(-c2cc(C(=O)NCCCN3CCOCC3)c3ccccc3n2)cc1OC	16	-5	-3	-1	-0.3	-9	24	-37	-0.2	-4	0

(cont.)
SMILES	KKLEB tox	TWEAK-Fn14 inh	Shn3 inh set2	NR2E3 ag-1	iPSC survival up	Peg3 prom inh	NR2E3 ag-2	CF NFkB block	aDG glyco up	HIF-2a inh	TRPM1 prom inh
CCOC(=O)C1CCCN(C(=O)c2ccc(CS(=O)(=O)c3ccc(C)cc3)o2)C1 (stereo not drawn)	-3	-1	3	2	-1.8	10	-19	-12	-0.2	-2	16
O=C(CC[C@H]1O[C@@H](n2ccc(=O)[nH]c2=O)[C@H](O)[C@@H]1O)N[C@H](Cc1ccccc1)C(=O)NCc1ccco1	-4	10	-4	.	0.5	9	2	-2	2.9	1	.
CCOc1ccc(/C(O)=C2/C(=O)C(=O)N(c3ncccn3)C2c2ccc(C)cc2)cc1 (stereo not drawn)	1	-14	5	-2	-0.7	6	-24	4	-0.1	14	-1
O=C(CN1CCN(c2ccc(F)cc2)CC1)c1ccc2c(c1)OCO2	4	-10	-11	-1	-0.7	-5	-7	-4	0.1	-17	3
CC(C)OC(=O)CSc1nnc(-c2ccccn2)n1-c1ccccc1	-19	7	-3	6	0.3	2	-12	-5	-0.1	11	-5
Cc1[nH]c(C(=O)O)c(C#N)c1C(=O)c1ccccc1	-3	5	2	-3	-0.6	10	-12	2	0.1	12	10
O=C(CN1CCN(c2ccccn2)CC1)Nc1cccc(C(F)(F)F)c1	-9	11	12	5	1.8	17	-18	-5	0.2	17	2
Cc1ccccc1Nc1cc(C)c2c(O)cccc2n1	-6	-17	-23	2	0.0	-70	-22	10	0.0	-11	-35
CCOc1ccc(-n2nc3ccc(N)cc3n2)cc1	-20	-15	32	.	-0.5	-112	-73	1	0.9	36	24
CCOC(=O)c1c(C)n(CC(O)CN(CC)CC)c2cc(Br)c(OC)cc12 (stereo not drawn)	5	-22	8	-1	0.1	1	-13	8	0.0	11	-5
CC(=O)c1cc(-c2ccccc2)n(CCC(=O)NC2CCCCC2)c1C	8	0	8	-4	0.2	13	-16	-5	-0.1	23	-8
N/C(CSc1ccccn1)=N\OCc1c(Cl)cccc1Cl	-7	-1	-7	-3	0.8	-71	-26	-4	-0.1	-105	-20
CCOC(=O)c1ccccc1NC(=O)COc1cc(=O)n(CC)c2ccccc12	5	29	7	2	1.6	9	-20	-20	0.0	8	0
CC(C)(C)c1ccc(C(=O)Nc2nnc(Cc3c[nH]c4ccccc34)s2)cc1	-2	40	8	-2	-0.9	15	-40	-4	0.2	-2	12
CC(C)(C)C(=O)Nc1cc2c3c(c1)CC(=O)N3CCC2	12	-5	7	1	-0.2	-3	-18	-26	1.2	7	4
COc1ccc(C(=O)Nn2c(SCC(=O)NC3CCCC3)nc3ccccc3c2=O)cc1	17	78*	-14	0	-1.1	-31	-11	-2	0.1	6	-26
COC(=O)c1c(NC(=O)CN2C(=O)NC(CCc3ccccc3)C2=O)sc2c1CCCCC2 (stereo not drawn)	-13	38	-6	3	-1.8	17	-1	16	-0.3	11	5
